Source: PubChem (National Center for Advancing Translational Sciences (NCATS))
FEN1 inh – inhibitors of human flap endonuclease 1; P39748; Recombinant FEN1 flap cleavage, fluorescence, 15 min; Potency, µM (titrated, usually from 114 µM), inactives show at the highest dose activity change, negative = inhibition, actives largely listed as inhibitors; hit rate 0.35% among 390,000; AID 588795; note: nearly all actives have a fitted effect of over 65% in size
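Steps: FEN1 (10 nM) dispensed; compound added by pin tool; 15 min at room temperature; substrate added to 50 nM final; reads at 0 min and 15 min; data normalized and fitted (four-parameter Hill).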
GCN5L2 inh – blocks human GCN5L2 histone acetyltransferase; Q92830; Potency, µM (highest dose often 58.9 µM), for the others: at the highest dose activity change, negative = inhibition, usual class: inhibitors; hit rate 0.21% among 390,000; GCN5L2 HAT assay, ThioGlo1 CoA-SH fluorescence; AID 504327
Target sequence (Q92830 whole entry, looked up): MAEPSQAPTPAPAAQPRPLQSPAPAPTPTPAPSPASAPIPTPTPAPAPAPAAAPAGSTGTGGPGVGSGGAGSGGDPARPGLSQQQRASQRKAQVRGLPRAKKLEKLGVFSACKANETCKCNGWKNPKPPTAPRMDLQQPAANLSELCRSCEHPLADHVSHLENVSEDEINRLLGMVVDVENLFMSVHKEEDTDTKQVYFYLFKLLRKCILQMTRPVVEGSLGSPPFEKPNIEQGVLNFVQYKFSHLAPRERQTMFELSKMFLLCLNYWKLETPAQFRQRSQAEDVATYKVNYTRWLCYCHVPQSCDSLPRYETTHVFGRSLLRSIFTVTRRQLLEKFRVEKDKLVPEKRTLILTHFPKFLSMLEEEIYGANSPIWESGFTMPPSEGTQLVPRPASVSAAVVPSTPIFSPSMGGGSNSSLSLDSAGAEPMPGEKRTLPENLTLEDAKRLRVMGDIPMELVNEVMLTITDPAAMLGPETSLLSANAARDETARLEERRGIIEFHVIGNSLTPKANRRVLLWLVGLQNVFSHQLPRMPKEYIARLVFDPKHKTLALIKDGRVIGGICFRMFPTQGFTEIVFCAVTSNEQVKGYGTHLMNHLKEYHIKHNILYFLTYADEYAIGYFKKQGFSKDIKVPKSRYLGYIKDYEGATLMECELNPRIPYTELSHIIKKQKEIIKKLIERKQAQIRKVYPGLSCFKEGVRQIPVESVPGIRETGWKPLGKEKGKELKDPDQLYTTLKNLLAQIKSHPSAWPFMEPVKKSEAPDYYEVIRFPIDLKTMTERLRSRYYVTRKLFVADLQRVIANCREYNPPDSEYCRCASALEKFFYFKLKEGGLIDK
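Fluorescence readout, Ex340nm/Em540nm: ThioGlo1 (50uM final) reacts with free CoA thiol released as 20nM GCN5L2 acetylates H3(1-25) peptide (75uM) using acetyl-CoA (70uM). Compound and enzyme sat 15 min beforehand; 20 min room-temperature reaction.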
DT40 TDP1 CPT – growth inhibition of DT40 Tdp1-/-;hTDP1 cells with camptothecin (screen for TDP1 inhibitors); AID 686979; hit rate 12% among 420,000; Potency, µM (top dose mostly 46.2 µM), for the others: at the highest dose activity change, negative = growth inhibition, most hits filed as inhibitors; chicken DT40 Tdp1-/-;hTDP1 cells + 20 nM CPT, ATP luminescence, 48 h; note: nearly all actives have a fitted effect of over 55% in size
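Cell growth measured by CellTiter-Glo luminescence after a minimum 48 h, 37 C compound exposure with 20 nM CPT in Tdp1-knockout DT40 cells stably expressing hTDP1, seeded 400/well; qHTS titration format.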
Starred values were filed as active, the others as inactive; [ ] = another dose, or the depositor's remark. Calls come from the whole dose curve; as a rule, active = well fitted curve in the direction sought with a large enough effect; inconclusive = small, poorly fitted or top-dose-only effect, or another doubt; inactive = no such curve, though single readings can be large; an effect the other way counts as inactive or inconclusive. % is set by controls: 0 for no effect and ±100 for the full control effect; potency is the fitted concentration of half-maximal effect.

How did CCOC(=O)c1ccc(NC(=O)NCc2ccccn2)cc1 do in these assays?
FEN1 inh: 21%; GCN5L2 inh: -28%; DT40 TDP1 CPT: 8%

How did CN(C)S(=O)(=O)c1ccc(C(=O)NCc2nc3ccccc3s2)cc1 do in these assays?
FEN1 inh: -1%; GCN5L2 inh: -5%; DT40 TDP1 CPT: 0%

What do the screens show for `COC(=O)CN=Cc1c(O)n(-c2ccc(Cl)cn2)c(=O)c2ccccc12`?
FEN1 inh: 1%; GCN5L2 inh: -4%; DT40 TDP1 CPT: -4%

Results for O=C(Nc1nncs1)C1COc2ccccc2O1 (stereo unspecified) ?
FEN1 inh: 1%; GCN5L2 inh: -3%; DT40 TDP1 CPT: -19%

How did CCOC(=O)C1=NN(C(=O)Cc2ccccc2)C(O)(c2ccc(Cl)cc2)C1 (stereo unspecified) do in these assays?
FEN1 inh: -4%; GCN5L2 inh: -4%; DT40 TDP1 CPT: 8%

Results for CCc1ccc(OCC(=O)NNC(=O)C2CCC2)cc1 ?
FEN1 inh: -2%; GCN5L2 inh: -9%; DT40 TDP1 CPT: -1%

Results for CCCNC(=O)COc1ncnc2sc(C)c(C)c12 ?
FEN1 inh: -9%; GCN5L2 inh: -7%; DT40 TDP1 CPT: -3%

Results for O=C(N/N=C/c1cc2c(cc1Br)OCO2)c1cc2ccccc2o1 ?
FEN1 inh: -20%; GCN5L2 inh: -7%; DT40 TDP1 CPT: inconclusive

What do the screens show for `Cc1ccc2c(c1)C(=O)C(=O)N2Cc1ccc(Cl)cc1`?
FEN1 inh: 2%; GCN5L2 inh: -3%; DT40 TDP1 CPT: 0.73µM*

How did COc1cccc(-c2ccc(C#N)c(SCC(=O)NCCc3ccccc3)n2)c1 do in these assays?
FEN1 inh: -6%; GCN5L2 inh: 2%; DT40 TDP1 CPT: -8%

Results for COc1ccc(N2CCN(CCCNC(=O)c3ccc4nc(Cc5ccccc5)oc4c3)CC2)cc1 ?
FEN1 inh: 9%; GCN5L2 inh: -9%; DT40 TDP1 CPT: 6.5µM*

Results for Cc1ccccc1C(=O)Nc1ccc2nc3n(c(=O)c2c1)CCC3 ?
FEN1 inh: 23%; GCN5L2 inh: -15%; DT40 TDP1 CPT: -11%

What do the screens show for `Cc1ccc(-c2nnc(Nc3ccccc3)c3ccccc23)cc1S(=O)(=O)NCc1nc2ccccc2[nH]1`?
FEN1 inh: 13%; GCN5L2 inh: -11%; DT40 TDP1 CPT: inconclusive

How did Nc1nc2ccc(Cc3ccncc3)cc2s1 do in these assays?
FEN1 inh: -3%; GCN5L2 inh: -2%; DT40 TDP1 CPT: -23%

How did CCc1ccc(NC(=O)Cc2c(C(=O)O)n(C)c3ccccc23)cc1 do in these assays?
FEN1 inh: 11%; GCN5L2 inh: -1%; DT40 TDP1 CPT: -2%

How did CCc1c(C(=O)NCCc2cccc(C)c2)[nH]c(C)c1C(C)=O do in these assays?
FEN1 inh: 10%; GCN5L2 inh: 1%; DT40 TDP1 CPT: 16µM*

What do the screens show for `CC(C)NCc1cc(Br)ccc1OCc1ccccc1`?
FEN1 inh: -5%; GCN5L2 inh: -1%; DT40 TDP1 CPT: inconclusive

How did N#CC(C#N)=C1C=CC=CN1/C(=C\c1ccco1)C(=O)c1ccc(Cl)cc1 do in these assays?
FEN1 inh: -14%; GCN5L2 inh: 39%[activator]; DT40 TDP1 CPT: 0.58µM*

Results for CC(=O)Nc1ccc(Nc2nc(-c3sc(NC(C)=O)nc3C)cs2)cc1 ?
FEN1 inh: -30%; GCN5L2 inh: -15%; DT40 TDP1 CPT: 16µM*

How did CCOc1cc(/C=N/NC(=O)CN(CCc2ccccc2)S(=O)(=O)c2ccc(NC(C)=O)cc2)ccc1O do in these assays?
FEN1 inh: 10%; GCN5L2 inh: -9%; DT40 TDP1 CPT: inconclusive

How did CCOC(=O)c1sc(C)c(C(=O)NC2CCCCC2)c1N do in these assays?
FEN1 inh: 7%; GCN5L2 inh: -9%; DT40 TDP1 CPT: -21%

What do the screens show for `CN(c1cccc(NC(=O)CCSc2ccccc2)c1)S(C)(=O)=O`?
FEN1 inh: -11%; GCN5L2 inh: -15%; DT40 TDP1 CPT: -22%

What do the screens show for `CCOc1ccccc1NS(=O)(=O)c1ccc2[nH]c(=O)[nH]c2c1`?
FEN1 inh: 1%; GCN5L2 inh: 3%; DT40 TDP1 CPT: 3%

What do the screens show for `COc1ccc(C(CNC(=O)c2oc3ccc(Br)cc3c2C)N2CCCCC2)cc1` (stereo unspecified)?
FEN1 inh: -4%; GCN5L2 inh: -6%; DT40 TDP1 CPT: 13µM*

For reference, nine of the compounds above.
How did CCc1c(C(=O)NCCc2cccc(C)c2)[nH]c(C)c1C(C)=O do in these assays?
FEN1 inh: 10%; GCN5L2 inh: 1%; DT40 TDP1 CPT: 16µM*

What do the screens show for `CC(C)NCc1cc(Br)ccc1OCc1ccccc1`?
FEN1 inh: -5%; GCN5L2 inh: -1%; DT40 TDP1 CPT: inconclusive

How did N#CC(C#N)=C1C=CC=CN1/C(=C\c1ccco1)C(=O)c1ccc(Cl)cc1 do in these assays?
FEN1 inh: -14%; GCN5L2 inh: 39%[activator]; DT40 TDP1 CPT: 0.58µM*

Results for CC(=O)Nc1ccc(Nc2nc(-c3sc(NC(C)=O)nc3C)cs2)cc1 ?
FEN1 inh: -30%; GCN5L2 inh: -15%; DT40 TDP1 CPT: 16µM*

How did CCOc1cc(/C=N/NC(=O)CN(CCc2ccccc2)S(=O)(=O)c2ccc(NC(C)=O)cc2)ccc1O do in these assays?
FEN1 inh: 10%; GCN5L2 inh: -9%; DT40 TDP1 CPT: inconclusive

How did CCOC(=O)c1sc(C)c(C(=O)NC2CCCCC2)c1N do in these assays?
FEN1 inh: 7%; GCN5L2 inh: -9%; DT40 TDP1 CPT: -21%

What do the screens show for `CN(c1cccc(NC(=O)CCSc2ccccc2)c1)S(C)(=O)=O`?
FEN1 inh: -11%; GCN5L2 inh: -15%; DT40 TDP1 CPT: -22%

What do the screens show for `CCOc1ccccc1NS(=O)(=O)c1ccc2[nH]c(=O)[nH]c2c1`?
FEN1 inh: 1%; GCN5L2 inh: 3%; DT40 TDP1 CPT: 3%

What do the screens show for `COc1ccc(C(CNC(=O)c2oc3ccc(Br)cc3c2C)N2CCCCC2)cc1` (stereo unspecified)?
FEN1 inh: -4%; GCN5L2 inh: -6%; DT40 TDP1 CPT: 13µM*

Next section
Results for O=C(COC(=O)c1cc(-c2ccccc2)nc2ccccc12)c1ccc(Br)cc1 ?
FEN1 inh: -8%; GCN5L2 inh: -3%; DT40 TDP1 CPT: inconclusive

Results for Cc1cc(/C=C2/NC(=O)NC2=O)c(C)n1-c1ccc(C#N)cc1 ?
FEN1 inh: -2%; GCN5L2 inh: -9%; DT40 TDP1 CPT: inconclusive

What do the screens show for `N#C/C(=C\C=C\c1ccccc1)c1nc(-c2ccc3c(c2)OCO3)cs1`?
FEN1 inh: 2%; GCN5L2 inh: -3%; DT40 TDP1 CPT: -10%

Results for CCOC(=O)c1ccc(-n2c(CCC(=O)O)ccc2-c2ccc(Br)cc2)cc1 ?
FEN1 inh: 9%; GCN5L2 inh: -19%; DT40 TDP1 CPT: inconclusive

Results for O=C(O)CSC1CC(=O)N(c2ccc(Cl)cc2)C1=O (stereo unspecified) ?
FEN1 inh: -1%; GCN5L2 inh: -3%; DT40 TDP1 CPT: 23%

How did Cn1c(-[n+]2c(-c3ccccc3)cc(-c3ccccc3)cc2-c2ccccc2)nc2c([N+](=O)[O-])cccc21 do in these assays?
FEN1 inh: -21%; GCN5L2 inh: -28%; DT40 TDP1 CPT: 9.2µM*

How did Cc1cccc(CNC(=O)c2ccc3nc(-c4ccccc4)c(-c4ccccc4)nc3c2)c1 do in these assays?
FEN1 inh: -9%; GCN5L2 inh: 0%; DT40 TDP1 CPT: 21µM*

How did CCN(CC)C(=O)c1cc(S(=O)(=O)N2CCCCC2)c[nH]1 do in these assays?
FEN1 inh: -1%; GCN5L2 inh: -3%; DT40 TDP1 CPT: inconclusive

How did COc1ccc(S(=O)(=O)N2CCOCC2)cc1NC(=O)c1ccccc1-c1ccc(C(F)(F)F)cc1 do in these assays?
FEN1 inh: 3%; GCN5L2 inh: -2%; DT40 TDP1 CPT: inconclusive

What do the screens show for `COC(=O)[C@]1(C)N[C@H](CN(C)C(=O)c2ccc(C(C)(C)C)cc2)[C@@H]2C(=O)N(C)C(=O)[C@@H]21`?
FEN1 inh: -2%; GCN5L2 inh: -1%; DT40 TDP1 CPT: -8%

Results for Cc1cccc(N2CCN(C(=O)c3cc(=O)[nH]c4ccccc34)CC2)c1C ?
FEN1 inh: 7%; GCN5L2 inh: -1%; DT40 TDP1 CPT: inconclusive

Results for O=C(Nc1ccc(Br)cn1)c1ccc2nccnc2c1 ?
FEN1 inh: -8%; DT40 TDP1 CPT: 13µM*

Results for O=C(CCNS(=O)(=O)c1ccccc1F)N1CCN(S(=O)(=O)c2cccc(F)c2)CC1 ?
FEN1 inh: 13%; GCN5L2 inh: -3%; DT40 TDP1 CPT: -20%

What do the screens show for `COc1ccc(N2CCN(C(=O)c3ccc(Br)o3)CC2)cc1`?
FEN1 inh: 1%; GCN5L2 inh: 0%; DT40 TDP1 CPT: -27%

What do the screens show for `N#CCn1c(CN2CCCC2)nc2ccccc2c1=O`?
FEN1 inh: -1%; GCN5L2 inh: -3%; DT40 TDP1 CPT: 7%

Results for CC(=O)Nc1cc2nc(C)n(Cc3ccccc3[N+](=O)[O-])c2nc1C ?
FEN1 inh: 22%; GCN5L2 inh: -9%; DT40 TDP1 CPT: -16%

How did COc1ccc(CCNC(=O)/C=C/c2ccc(C)cc2)cc1OC do in these assays?
FEN1 inh: -3%; GCN5L2 inh: inconclusive; DT40 TDP1 CPT: -18%

What do the screens show for `COc1cccc(CNC(=O)c2cc(Sc3cccc(Cl)c3)nc3ccccc23)c1`?
FEN1 inh: -3%; GCN5L2 inh: -6%; DT40 TDP1 CPT: inconclusive

How did CN(C)/C=C1\C(=O)N(c2ccc(Cl)c(Cl)c2)CS1(=O)=O do in these assays?
FEN1 inh: 3%; GCN5L2 inh: -2%; DT40 TDP1 CPT: 10%

How did C=CCn1c(=O)c2ccccc2n2c(SCc3nc(N)nc(Nc4ccccc4C)n3)nnc12 do in these assays?
FEN1 inh: 7%; GCN5L2 inh: -1%; DT40 TDP1 CPT: inconclusive

Results for COc1ccc(CCNCCN2CCOCC2)cc1 ?
FEN1 inh: 2%; GCN5L2 inh: -2%; DT40 TDP1 CPT: 3%

What do the screens show for `CC(=O)c1ccc(NC(=O)CSc2nnc3ccc(-c4ccccn4)nn23)cc1`?
FEN1 inh: -3%; GCN5L2 inh: -1%; DT40 TDP1 CPT: 2%

What do the screens show for `O=C(C=Cc1ccccc1)CC(c1ccccc1)N1CCOCC1` (stereo unspecified)?
FEN1 inh: -18%; DT40 TDP1 CPT: 4.1µM*

How did COc1ccccc1CN1CCC(CNS(=O)(=O)c2cc(-c3cc(C)no3)ccc2C)CC1 do in these assays?
FEN1 inh: -21%; GCN5L2 inh: -6%; DT40 TDP1 CPT: inconclusive

Results for CS(=O)(=O)c1ccc(C(=O)OCC(=O)N2CCCC2)cc1[N+](=O)[O-] ?
FEN1 inh: -1%; DT40 TDP1 CPT: 5µM*

What do the screens show for `COc1ccc(-c2nc3ccccc3nc2-c2ccc(OC)cc2)cc1`?
FEN1 inh: -17%; GCN5L2 inh: -15%; DT40 TDP1 CPT: -22%

Results for CCOc1ccc(NC(=O)Cn2nc(C(N)=O)c3ccccc3c2=O)cc1S(=O)(=O)N1CCCC1 ?
FEN1 inh: 14%; GCN5L2 inh: -6%; DT40 TDP1 CPT: -10%

How did CCCCOc1ccccc1NC(=O)CSc1nnnn1C(C)(C)C do in these assays?
FEN1 inh: -15%; GCN5L2 inh: 1%; DT40 TDP1 CPT: -14%

How did CN(Cc1ccccc1)c1nc2c(c(=O)[nH]c(=O)n2C)n1C do in these assays?
FEN1 inh: -5%; GCN5L2 inh: -2%; DT40 TDP1 CPT: -4%

How did COCCN1CCN(C(=O)c2cc(COc3ccc(Cl)cc3OC)on2)CC1 do in these assays?
FEN1 inh: 3%; GCN5L2 inh: -16%; DT40 TDP1 CPT: -28%

What do the screens show for `O=C(NC1CCCCC1)n1c(=O)oc2ccccc21`?
FEN1 inh: -7%; GCN5L2 inh: 2%; DT40 TDP1 CPT: inconclusive

How did O=C(CCNC(=O)c1ccccc1Cl)NNC(=O)c1ccccc1O do in these assays?
FEN1 inh: 2%; GCN5L2 inh: 5%; DT40 TDP1 CPT: inconclusive

How did Nc1nc(Sc2c([N+](=O)[O-])cc(C(F)(F)F)cc2[N+](=O)[O-])n[nH]1 do in these assays?
FEN1 inh: 6%; GCN5L2 inh: inconclusive; DT40 TDP1 CPT: 7.3µM*

This is a subset; count on the stated rates, not on these rows.
